High-throughput results (PubChem BioAssay)
bovine MsrA act: bovine methionine sulfoxide reductase A activation | purified bovine MsrA, absorbance read-out | activation, % at 10.6 µM | 0.3% of 360,000 active | AID 602163; in the data active means activation above about 7.5%;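 further: 0% = vehicle and 100% = reference activator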
MLLE-PAM2 inh: blocks PAM2 peptide binding to the PABP1 MLLE domain; P11940; GST-MLLE / FITC-PAM2 fluorescence polarization; inhibition, % at 20 µM; 0.36% of 360,000 active; AID 588489; in the data active means inhibition above about 35%, passing the limit was not always enough;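 further: plate controls were DMSO wells with GST-MLLE for no effect and wells lacking GST-MLLE protein for full effect; some results filed as inactive read as strong as hits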
Tb MetRS inh: blocks T. brucei methionyl-tRNA synthetase activity; purified T. brucei MetRS, ATP depletion, Kinase-Glo luminescence; 0.4% of 360,000 active; AID 624268; inhibition, % at 11.9 µM;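 active means inhibition above a per-plate cutoff of the control wells' mean inhibition plus 3 SD, cut at about 5.5% in these data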;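 further: 0% = DMSO wells median and 100% = median of wells with control inhibitor compound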
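Test system: purified T. brucei MetRS enzyme. Also added: ATP, methionine and E. coli bulk tRNA substrates. Compound: 11.9 µM single point. Schedule: 15 min enzyme-compound preincubation, 2 h reaction, 10 min detection, 25 °C. Signal: luciferase luminescence of residual ATP, Kinase-Glo. Evaluation: percent inhibition versus plate control medians. Controls: DMSO wells, low control.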
eLon inh: E. coli protease La inhibition; AID 602123; 0.42% of 360,000 active; P0A9M0; purified E. coli Lon protease, fluorescence polarization; inhibition, % at 7.94 µM; in the data active means inhibition above about 13%, passing the limit was not always enough;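 further: 0% = enzyme with probe and DMSO and 100% = no enzyme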
NRP1-CendR mod: modulators of CendR peptide binding to human neuropilin-1; O14786; FAM-RPARPAR peptide binding to NRP-1, fluorescence polarization; inhibition, % at 25 µM; 0.85% of 360,000 active;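 active means inhibition or corrected inhibition above about 18%, plus a signal ratio from 0.5 to 1.5, limit read from the data, passing the limit was not always enough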; further: strong numbers were not always called active
Target sequence (O14786 whole entry, looked up): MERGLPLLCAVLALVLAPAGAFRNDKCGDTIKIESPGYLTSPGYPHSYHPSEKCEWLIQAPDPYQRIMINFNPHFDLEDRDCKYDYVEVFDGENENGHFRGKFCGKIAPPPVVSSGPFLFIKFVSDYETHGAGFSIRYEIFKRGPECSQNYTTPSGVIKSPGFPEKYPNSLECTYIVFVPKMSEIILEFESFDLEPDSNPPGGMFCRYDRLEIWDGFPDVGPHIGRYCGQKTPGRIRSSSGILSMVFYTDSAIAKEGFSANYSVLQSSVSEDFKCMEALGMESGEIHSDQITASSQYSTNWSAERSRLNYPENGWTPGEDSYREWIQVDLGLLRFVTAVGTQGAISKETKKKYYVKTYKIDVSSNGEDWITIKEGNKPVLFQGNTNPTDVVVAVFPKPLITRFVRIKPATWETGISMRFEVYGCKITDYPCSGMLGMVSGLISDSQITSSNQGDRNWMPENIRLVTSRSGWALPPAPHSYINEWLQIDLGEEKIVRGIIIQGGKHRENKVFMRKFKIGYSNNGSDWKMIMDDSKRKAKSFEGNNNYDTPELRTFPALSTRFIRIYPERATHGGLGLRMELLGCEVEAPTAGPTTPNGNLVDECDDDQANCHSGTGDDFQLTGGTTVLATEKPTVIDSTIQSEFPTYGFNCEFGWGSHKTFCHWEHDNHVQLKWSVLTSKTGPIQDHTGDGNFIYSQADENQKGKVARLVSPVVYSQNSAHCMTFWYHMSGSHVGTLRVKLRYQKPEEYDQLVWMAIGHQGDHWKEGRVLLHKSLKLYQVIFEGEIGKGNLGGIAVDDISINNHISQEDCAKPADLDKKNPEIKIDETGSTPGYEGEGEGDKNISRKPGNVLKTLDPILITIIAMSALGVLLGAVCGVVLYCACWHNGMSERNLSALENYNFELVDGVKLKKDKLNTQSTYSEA
FAS TE block: inhibitors of human fatty acid synthase thioesterase domain; inhibition, % at 15 µM; recombinant FAS-TE, OMFH fluorogenic substrate, fluorescence endpoint; 0.67% of 360,000 active; AID 602261;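 active means compounds whose normalised, plate-corrected inhibition of enzyme fluorescence in the single-dose primary screen is 50% or more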;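 further: 0% = DMSO with enzyme and 100% = substrate without enzyme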
SKN-1 block: C. elegans SKN-1 inhibition | C. elegans VP596 Pgst-4::GFP/RFP ratio, acrylamide-induced, 24 h | inhibition, % at 21.8 µM | 0.49% of 360,000 active | AID 624304;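 active means interference check ratio from 0.5 to 1.5 plus GFP to RFP signal ratio inhibition reaching or exceeding a fixed threshold, cut at about 30% in these data, passing the limit was not always enough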; further: some compounds called inactive have numbers as strong as hits
MsrA inh: inhibitors of bovine MsrA; 0.75% of 360,000 active; purified bovine MsrA, absorbance read-out; inhibition, % at 15.5 µM; in the data active means inhibition above about 4.5%;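 further: 0% = vehicle wells with enzyme and 100% = reference inhibitor wells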
MT1-MMP act inh: MT1-MMP (human) activation inhibition | P50281 | HT1080 RFP-PRO-GFP cells, GFP/RFP ratio fluorescence, overnight; percent of plate control window, DMSO zero | GFP/RFP ratio change, % at 20 µM | 0.061% of 360,000 active | AID 651647;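 active means GFP/RFP ratio change of at least 30% with cell ATP level not reduced by more than half and red fluorescence within 50% of control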; further: strong numbers were not always called active
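Compound: 20 µM single dose, 1% DMSO / System: HT1080 RFP-PRO-GFP cells / Controls: DMSO and RFP-L50D-GFP cell wells / Read-out basis: GFP/RFP fluorescence ratio / Schedule: overnight compound exposure at 37 °C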
Starred values were filed as active, the others as inactive; . = no result given.

| mol | bovine MsrA act | MLLE-PAM2 inh | Tb MetRS inh | eLon inh | NRP1-CendR mod | FAS TE block | SKN-1 block | MsrA inh | MT1-MMP act inh |
| --- | --- | --- | --- | --- | --- | --- | --- | --- | --- |
| Cc1ccc(/C=N/NC(=O)CN(Cc2ccccc2)S(=O)(=O)c2ccc3c(c2)OCCO3)cc1 | -7 | 2 | -1.1 | -3 | 16 | 30 | 2 | 0.1 | -1 |
| CCN1C(=O)N[C@@H](c2ccccc2)[C@H](C(=O)OC)[C@H]1C | 0 | -10 | -0.3 | 4 | 15 | -11 | -4 | 0.5 | 0 |
| Cc1[nH]cc(Br)c(=O)c1Oc1ncc(C(F)(F)F)cc1Cl | -1 | -2 | 0.4 | 0 | 5 | -3 | 4 | -0.2 | 1 |
| Cc1ccc(S(=O)(=O)N2CCN(C(=O)CCC(=O)Nc3ccc(F)cc3F)CC2)cc1 | 0 | 10 | -0.2 | 8 | -7 | 3 | 18 | -0.8 | -4 |
| COc1ccccc1Nc1n[nH]c(=S)s1 | 8.9* | 18 | 0.3 | 1 | 9 | -6 | 8 | 2.1 | 6 |
| O=S(=O)(NCc1nc(-c2ccccc2)no1)c1ccc(F)cc1 | -1 | -11 | -0.3 | -7 | -7 | -2 | 17 | 0.7 | 3 |
| CC(C)=CCc1c(O)ccc(C(=O)Cc2ccccc2)c1O | -1 | 6 | -1.1 | -4 | 1 | -8 | 17 | 0.7 | 8 |
| Cc1ccc(C(=O)OCCn2cc(C#N)c(=O)[nH]c2=O)cc1 | -13 | 4 | -1.5 | 3 | 27* | -4 | -9 | 0.3 | -1 |
| CCCCN(CC)CCCNC(=O)CS(=O)(=O)Cc1nc(-c2cccc(OC)c2)oc1C | -3 | 1 | 0.0 | -5 | -7 | -8 | 12 | -0.4 | 2 |
| CC(=O)Nc1nc2c(s1)C(=O)NCC(C)(C)C2 | -2 | -7 | 0.0 | -1 | 4 | -7 | -4 | 0.4 | -6 |
| COc1ccc(OCCC(=O)Nc2cc(C)on2)cc1 | 4 | 1 | -2.0 | -4 | 0 | -4 | -8 | -0.3 | 0 |
| CC(C)C(NC(=O)c1ccccc1)C(=O)OCC(=O)N1CCCCC1 (stereo not drawn) | -3 | 12 | -0.4 | 6 | 15 | -5 | -10 | 0.8 | -1 |
| O=C(Nc1nc(-c2ccc(F)cc2)cs1)c1cccc(N2C(=O)CCC2=O)c1 | -2 | -7 | -0.2 | -7 | 2 | 4 | -5 | 0.9 | 3 |
| NC(=O)Cc1c[nH]c2cccc(O)c12 | 5 | -2 | -0.4 | 0 | 6 | -5 | 15 | -0.7 | 0 |
| C#CCNC(=O)C1=C[C@@H](c2csc3ccccc23)[C@H](CCCO)[C@@H](OCC)O1 | -5 | 14 | -0.5 | -8 | 13 | -10 | 6 | -0.5 | 1 |
| O=[N+]([O-])c1cccc(-c2nc(-c3ccncc3)no2)c1 | -1 | -10 | -0.9 | -9 | 2 | 12 | 18 | 1.2 | 3 |
| CC1(c2ccc(Cl)cc2)NC(=O)N(CC(=O)N2CCN(S(=O)(=O)c3ccccc3)CC2)C1=O (stereo not drawn) | -4 | -29 | -0.3 | -6 | -2 | 1 | 17 | -2.1 | -1 |
| NC(CSC1(c2cccc3ccccc23)c2ccccc2-c2ccccc21)C(=O)O (stereo not drawn) | -3 | 8 | -0.4 | -10 | -22 | 16 | 7 | 0.3 | 1 |
| O=C(Nc1ccc(S(=O)(=O)Nc2ncccn2)cc1)c1ccccc1 | -3 | -6 | 0.1 | 14 | -9 | -4 | 1 | -0.3 | -1 |
| CCOC(=O)c1nn(-c2ccccc2)c(-c2ccccc2)c1C(=O)c1ccccc1 | 2 | 6 | 0.4 | -8 | 1 | 22 | -21 | 1.1 | -9 |
| CCc1ccc(S(=O)(=O)/N=C2\C=C(Nc3cccc(C(=O)O)c3)C(=O)c3ccccc32)cc1 | 1 | 12 | 1.2 | -2 | 41* | 19 | 18 | 52* | 15 |
| CCCCC1=CC2=CC(=O)C(C)(OC(=O)CC)C(=O)C2=CN1Cc1ccco1 (stereo not drawn) | -4 | 6 | -0.1 | 19 | 10 | -8 | 8 | . | 3 |
| O=C(NCC1CCOCC1)C1Cc2c(-c3ccccc3Oc3ccccc3)ccnc2O1 (stereo not drawn) | -1 | -1 | 0.6 | 3 | -6 | 1 | -11 | 0.4 | -2 |
| Cc1ccc(NC(=O)c2ccc(N3CCOCC3)c([N+](=O)[O-])c2)cc1S(=O)(=O)N1CCOCC1 | 0 | 3 | -0.7 | 6 | -13 | 18 | -3 | 2.0 | 6 |
| COc1ccc(NC(=O)COC(=O)COc2ccc(Br)cc2)cc1 | -1 | -3 | 1.3 | -6 | 3 | 1 | -6 | 0.2 | 1 |
| Cc1ccc(CNC(=O)C2CCCN(S(=O)(=O)c3c(C)[nH]c(=O)[nH]c3=O)C2)cc1 (stereo not drawn) | -5 | 5 | -0.6 | -9 | -3 | -8 | 3 | -0.8 | -6 |
| CCCCN(C(=O)COC(=O)CSc1ccc([N+](=O)[O-])cc1)c1c(N)n(CCC)c(=O)[nH]c1=O | -2 | 13 | -0.4 | -7 | 1 | 33 | -2 | 1.4 | -1 |
| COC(=O)c1ccccc1NC(=O)C1=CC(c2cccs2)=NS(=O)(=O)N1C | 0 | -2 | 0.2 | 6 | 4 | 23 | 10 | 0.4 | 2 |
| COc1cc(C2c3cc4c(cc3OC(N3CCOCC3)C2C)OCO4)cc(OC)c1OC(C)=O (stereo not drawn) | -1 | 3 | -0.5 | -6 | -7 | 13 | -1 | 0.8 | -1 |
| O=c1c2cn[nH]c2nc(SCc2cc(=O)n3cc(Br)ccc3n2)n1-c1ccc(Br)cc1 | -16 | 12 | -1.2 | -2 | 32* | -11 | -7 | 1.5 | -9 |

Molecules from the list above that have an aryl thioether with sulfur outside any ring, in the order listed:
| mol | bovine MsrA act | MLLE-PAM2 inh | Tb MetRS inh | eLon inh | NRP1-CendR mod | FAS TE block | SKN-1 block | MsrA inh | MT1-MMP act inh |
| --- | --- | --- | --- | --- | --- | --- | --- | --- | --- |
| CCCCN(C(=O)COC(=O)CSc1ccc([N+](=O)[O-])cc1)c1c(N)n(CCC)c(=O)[nH]c1=O | -2 | 13 | -0.4 | -7 | 1 | 33 | -2 | 1.4 | -1 |
| O=c1c2cn[nH]c2nc(SCc2cc(=O)n3cc(Br)ccc3n2)n1-c1ccc(Br)cc1 | -16 | 12 | -1.2 | -2 | 32* | -11 | -7 | 1.5 | -9 |

(continued)
| mol | bovine MsrA act | MLLE-PAM2 inh | Tb MetRS inh | eLon inh | NRP1-CendR mod | FAS TE block | SKN-1 block | MsrA inh | MT1-MMP act inh |
| --- | --- | --- | --- | --- | --- | --- | --- | --- | --- |
| O=C(Nc1cccc(O)c1)C1CC(c2cccc(Br)c2)=NO1 (stereo not drawn) | -3 | 11 | -1.6 | 12 | 1 | 5 | 1 | 3.9 | 1 |
| O=C1N/C(=N\N=C\c2ccco2)SC1Cc1ccc(F)cc1 (stereo not drawn) | -6 | -14 | -0.6 | -6 | 12 | -2 | 7 | 2.7 | 5 |
| COC(=O)C1(Cc2ccccc2)NC(c2ccccc2C)C2C(=O)N(c3ccc4c(c3)OCO4)C(=O)C21 (stereo not drawn) | 2 | -6 | -1.2 | -8 | 4 | 41 | -7 | -1.1 | -6 |
| CCOC(=O)c1c2c(n(-c3ccc(OC)cc3)c1C)C(=O)C(=O)c1ccccc1-2 | 7.7* | 5 | 2.1 | 6 | 34* | 46 | 18 | . | -18 |
| CC(C)(C)C(=O)Nc1ccc(C(=O)NNC(=O)c2ccccc2)cc1 | -9 | 10 | -0.1 | 1 | -3 | -6 | 0 | -0.4 | 1 |
| Cc1nc(CNS(=O)(=O)c2cc(F)ccc2F)cs1 | -1 | 1 | -0.3 | -13 | -7 | -6 | -3 | 0.9 | 14 |
| CCOC(=O)c1c(NC(=O)CN2CCCc3ccccc32)sc(C)c1C | -3 | -5 | 0.0 | -2 | -11 | 21 | 5 | 1.6 | -16 |
| CNC(=O)CC1C(=O)N(C)C(=S)N1NC(=O)c1ccc(Cl)cc1 (stereo not drawn) | -5 | -14 | -0.9 | -1 | -8 | -5 | -13 | 1.0 | 1 |
| CCc1cc2c(SCC(=O)c3ccc(C)cc3)ncnc2s1 | -12 | 2 | -0.8 | -6 | -8 | 18 | -7 | -1.0 | -1 |
| C/C(=N/NS(=O)(=O)c1ccc(Cl)cc1)c1cccc(O)c1 | -4 | -13 | -1.2 | -6 | -4 | -5 | 17 | 0.1 | 0 |
| COc1ccc(NC(=O)CC(C(=O)O)C(C)c2ccccc2)cc1 (stereo not drawn) | -3 | -17 | -0.8 | -2 | 3 | -6 | -9 | -0.1 | -3 |
| O=C1COc2cc(S(=O)(=O)CCC(=O)N3CCCCC3)c(Cl)cc2N1 | -3 | 25 | 0.2 | 4 | 0 | -8 | 5 | 0.2 | 2 |
| NC(=S)N/N=C\c1ccccc1OCc1ccccc1 | -2 | -65 | 0.7 | -3 | -11 | 2 | 8 | -0.4 | -5 |
| O=C(c1sc2ccccc2c1Cl)N1CCN(c2ccc(F)cc2)CC1 | -2 | -5 | 0.2 | -11 | 2 | 19 | 2 | 0.5 | 5 |
| CCOc1ccccc1NC(=S)Nc1ncccc1C | -1 | 31 | -0.4 | -15 | 1 | 33 | -5 | -0.3 | -1 |
| CC1CN(C(=O)CCC(=O)NCc2ccccc2)c2cc(Cl)ccc2O1 (stereo not drawn) | -2 | 7 | 0.3 | -6 | -2 | 14 | -3 | 1.0 | 0 |
| O=[N+]([O-])c1ccc(OC/C=C2\Oc3ccc([N+](=O)[O-])cc3C2N2CCOCC2)cc1 (stereo not drawn) | -4 | 9 | 1.2 | -15 | 2 | 37 | 37* | 1.5 | -2 |
| O=C1CCC[C@@H]2[C@@H](Cc3ccccc3)[C@H](N3CCN(c4ccccc4)CC3)C[C@@H]3CCN1[C@@H]32 | 0 | 1 | 0.2 | 2 | 0 | 36 | 30 | -1.1 | -2 |
| COc1ccc(OC)c(CN2C(=O)CCC2(C)C(=O)NC2CCCCCC2)c1 (stereo not drawn) | -5 | 1 | -1.1 | -14 | 11 | -3 | 3 | -0.1 | 5 |
| C#Cc1cccc(C(=O)NC2CCCN(C3Cc4ccccc4C3)C2)c1 (stereo not drawn) | -6 | -4 | 0.0 | -6 | -8 | 6 | -9 | -0.9 | -2 |
| Cc1noc(NS(=O)(=O)c2ccc(N/C=C/C(=O)c3ccccc3)cc2)c1C | 0 | -6 | -0.6 | -1 | 4 | -6 | 12 | 1.3 | 0 |
| CC(=O)N(C)c1ccc(NC(=O)Nc2ccccc2C)cc1 | -3 | -2 | -0.2 | -1 | 20 | -8 | 9 | -0.2 | 5 |
| S=C(Nc1ccc(N2CCOCC2)cc1)Nc1ccc2snnc2c1 | -5 | 20 | 0.4 | 4 | 9 | 4 | 4 | 1.9 | 9 |
| Cc1ccc(NC(=O)CN2CCN(CCN=CC3=C(O)CC(c4ccccc4)CC3=O)CC2)cc1 (stereo not drawn) | -1 | 6 | 0.0 | 4 | -5 | -10 | 1 | 1.1 | 2 |
| COC(=O)CS(=O)(=O)c1ccsc1C(=O)Nc1ccc(F)cc1 | -10 | 4 | 0.5 | -9 | 1 | -5 | -10 | 1.5 | 5 |
| CON(C)C(=O)CC(CN(Cc1ccccc1)C(=O)OC(C)(C)C)c1ccc(Cl)cc1 (stereo not drawn) | 0 | -11 | -1.4 | -13 | 2 | 26 | 3 | -1.1 | -19 |
| O=C1COc2ccc(S(=O)(=O)Nc3ccc4c(c3)OCO4)cc2N1 | -1 | -10 | -0.2 | 0 | -4 | 7 | 12 | 1.7 | 2 |
